Screening results from PubChem BioAssay.
hERG protect: compounds protecting human hERG from proarrhythmic drug block. Q12809. CHO-hERG, FluxOR thallium flux, dofetilide IC70 present. activation (rescue from dofetilide block), less the hit threshold, % at 10 µM. actives 0.51% (n = 310,000). AID 1511;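 active = activation above the mean of controls blocked by dofetilide plus 5 SD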;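 also: thallium influx through hERG after potassium depolarization seen as dye fluorescence rise; in these data hits start at about 4.7%; inactives centre near -7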
RGS4 block: inhibitors of human RGS4; B-score at 10 µM; HEK293 M3R/RGS4 inducible, Fluo-4 calcium flux; hits give high values; triggered by carbachol at its EC20; P49798; actives 0.45% (n = 310,000);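 active = B-score, a plate-corrected calcium signal, over three deviations above library mean, with baseline fluorescence within five deviations of library mean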;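 also: RGS4 expression induced by doxycycline in cells with stable M3 receptor; B-score is computed from the integrated fluorescence ratio over baseline after carbachol; higher B-score means a larger calcium signal and so more RGS4 inhibition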
KCNK9 block: human KCNK9 channel inhibition. HEK293 KCNK9, FluxOR thallium flux fluorescence; hits give low values. B-score at 10 µM. actives 1.2% (n = 310,000). AID 488922;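 active = ratio B-score over 3 SD below the library mean, with starting fluorescence within 5 SD of its mean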;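 also: negative B-score means less thallium flux so channel inhibition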
RGS4 pot: RGS4 potentiation or activation; B-score at 10 µM; HEK293 M3R/inducible RGS4, carbachol calcium flux Fluo4; hits give low values; actives 0.92% (n = 310,000);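 active = B-score of the integrated calcium signal more than 4 SD below the library mean, with starting fluorescence not abnormally high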;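 also: negative B-score means reduced calcium response which marks RGS4 activation or potentiation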
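Also added: carbachol at ECmax as muscarinic agonist stimulus; Assay system: HEK293 cells with stable M3R and inducible RGS4; Timing: overnight RGS4 induction, 30 min dye load 37 °C, 20 min compound RT; Measured by: Fluo4-AM (2 µM) calcium-flux fluorescence, kinetic read.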
KCNQ1 pot: potentiates or activates the human KCNQ1 potassium channel | actives 0.35% (n = 310,000) | P51787 | CHO-K1 KCNQ1, thallium flux FluxOR fluorescence; hits give high values | AID 2648 | B-score at 10 µM;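 active = fluorescence ratio B-score, a plate-corrected score, at least three library SD, with initial intensity B-score within 5 SD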
Target sequence (P51787 whole entry, looked up): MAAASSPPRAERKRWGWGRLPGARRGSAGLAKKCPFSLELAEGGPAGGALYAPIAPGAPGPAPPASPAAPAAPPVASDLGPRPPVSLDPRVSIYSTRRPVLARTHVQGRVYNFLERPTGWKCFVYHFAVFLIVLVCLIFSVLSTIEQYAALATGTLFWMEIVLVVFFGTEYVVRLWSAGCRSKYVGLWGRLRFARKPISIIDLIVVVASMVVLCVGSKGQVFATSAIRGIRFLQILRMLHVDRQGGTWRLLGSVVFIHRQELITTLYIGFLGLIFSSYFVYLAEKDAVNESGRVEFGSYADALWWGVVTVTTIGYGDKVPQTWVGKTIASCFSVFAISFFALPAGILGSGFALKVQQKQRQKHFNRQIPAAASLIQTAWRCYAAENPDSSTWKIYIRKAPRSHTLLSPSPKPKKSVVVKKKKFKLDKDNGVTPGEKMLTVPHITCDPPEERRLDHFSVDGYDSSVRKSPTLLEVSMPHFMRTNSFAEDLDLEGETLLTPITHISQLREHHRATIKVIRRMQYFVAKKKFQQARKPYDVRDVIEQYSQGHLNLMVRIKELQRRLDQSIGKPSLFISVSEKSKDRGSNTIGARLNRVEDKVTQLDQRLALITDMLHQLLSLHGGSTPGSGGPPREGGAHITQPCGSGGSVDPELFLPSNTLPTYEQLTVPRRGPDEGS
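Assay system: stable KCNQ1 CHO-K1 line; medium: assay buffer, equal DMSO in all wells; timing: 90 min dye loading and 20 min compound exposure, both at room temperature; technique: kinetic FluxOR thallium fluorescence, 10-s 1-Hz baseline, 110-s post-stimulus read; read-out basis: B score of baseline-normalized fluorescence ratio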
HDAC3 inhib: inhibitors of human histone deacetylase 3 | O15379 | recombinant HDAC3, fluorogenic peptide/trypsin coupled, fluorescence | AID 2718 | inhibition, % at 8.3 µM | actives 0.15% (n = 320,000); in the data active = inhibition above about 26%, passing the limit was not always enough; inconclusive = no clear call, values can overlap the other calls
TMEM16A inh: mouse TMEM16A channel inhibition, primary screen; normalized B-score (activity score, 25-100; higher = stronger inhibition) at 10 µM; Q8BHY3; HEK293 TMEM16A/YFP iodide influx fluorescence, ionomycin; actives 1.2% (n = 310,000);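 active = ratio plate-corrected score three or more library SD toward inhibition, starting fluorescence score within five deviations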;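 also: score derived from kinetic fluorescence span divided by baseline fluorescence per well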
KCNK3 block: human KCNK3 channel inhibition, primary screen. O14649. CHO-KCNK3 thallium flux, FluxOR fluorescence; hits give low values. B-score at 10 µM. actives 0.84% (n = 340,000). AID 602410;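 active = B-score under library mean minus 4 SD, starting fluorescence ratio at most library mean plus 5 SD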;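 also: more negative B-score means stronger inhibition of thallium flux through KCNK3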
Target sequence (O14649 whole entry, looked up): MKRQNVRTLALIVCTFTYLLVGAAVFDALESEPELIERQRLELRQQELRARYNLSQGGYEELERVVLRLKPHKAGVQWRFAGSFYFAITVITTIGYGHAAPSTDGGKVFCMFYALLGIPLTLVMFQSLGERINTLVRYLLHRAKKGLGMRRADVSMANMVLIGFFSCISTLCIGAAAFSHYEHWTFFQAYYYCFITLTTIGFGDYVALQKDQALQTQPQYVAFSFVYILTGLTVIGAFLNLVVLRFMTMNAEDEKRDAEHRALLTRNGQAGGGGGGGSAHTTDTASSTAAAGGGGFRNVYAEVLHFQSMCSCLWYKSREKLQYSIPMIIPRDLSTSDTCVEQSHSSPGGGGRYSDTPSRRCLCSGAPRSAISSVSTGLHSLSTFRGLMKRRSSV
KCNQ1 block: human KCNQ1 channel inhibition; P51787; CHO-K1 KCNQ1, FluxOR thallium flux fluorescence; hits give high values; B-score at 10 µM; actives 1.3% (n = 310,000); AID 2642;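 active = compounds whose thallium flux B-score, printed positive for inhibition, exceeds three library SD while starting fluorescence stays within three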;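 also: channel opened by potassium depolarization with thallium stimulus after 20 min compound exposure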
SKKanGAS inh: blocks kanamycin growth of S. pyogenes SKKanGAS strain; AID 1662; BacTiter-Glo, 6 h; actives 1.3% (n = 300,000); inhibition, % at 7.5 µM;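 active = mean replicate score, as percent of positive control median, at least 50; inconclusive = mean below 50 but one replicate at or above 50; inactive = mean and every replicate below 50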;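 also: strain carries kanamycin resistance gene driven by streptokinase promoter and grows in 40 µg/ml kanamycin; loss of luminescence reflects streptokinase promoter inhibition or plain growth inhibition; 0% = median of DMSO wells and 100% = positive control at its reference dose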
TMEM16A act: activators or potentiators of mouse TMEM16A chloride channel; Q8BHY3; HEK293 TMEM16A/YFP-H148Q/I152L, iodide quench fluorescence; hits give low values; B-score at 10 µM; actives 0.3% (n = 340,000); AID 623877;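 active = fluorescence-ratio B-score plate-corrected deviation score at least 3 library SD below zero, with starting fluorescence score within 5 deviations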;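 also: channel opened by trigger with iodide after compound preincubation; score built on the fluorescence ratio of max minus min over baseline; more negative score means more quench and so TMEM16A activation or potentiation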
* = called active by the depositor; i = inactive; ? = inconclusive; / = no result given; & = joins results of further samples.

no.	SMILES	hERG protect	RGS4 block	KCNK9 block	RGS4 pot	KCNQ1 pot	HDAC3 inhib	TMEM16A inh	KCNK3 block	KCNQ1 block	SKKanGAS inh	TMEM16A act
1	CCCC(c1nnnn1CC(=O)OCC)N(Cc1cc2ccc(C)cc2[nH]c1=O)C1CCCC1 (stereo not drawn)	-5	i	i	i	i	2	i	i	i	5	i
2	CCN(CC)S(=O)(=O)c1cccc(NC(=O)COc2ccc(C#N)cc2OC)c1	-8	i	i	i	i	-9	i	i	i	-7	i
3	Cc1ccc(C)c(S(=O)(=O)N2CCCC2CNC(=O)C(=O)NCCc2ccccc2)c1 (stereo not drawn)	-20	i	i	-10*	i	1	i	i	i	-3	i
4	CCC(=O)NS(=O)(=O)c1ccc(N=NN2CCCCC2)cc1	-4	i	i	i	i	-2	i	i	i	-9	i
5	CCCCCCCCCCSc1n[nH]c(NC(C)=O)n1	-8	i	i	i	i	-5	i	i	i	2	i
6	Cc1ccc(CC(NC(=O)c2ccccc2)C(=O)NCC(=O)O)cc1 (stereo not drawn)	0	i	i	i	i	-5	i	i	i	-2	i
7	CC(=O)N(C)c1ccc(N=Cc2c(O)ccc3ccccc23)cc1	-7	i	i	i	i	-1	i	i	i	-6	i
8	Cc1cccc(NC(=O)C(=O)NCc2ccc3c(c2)OCO3)c1C	-2	i	i	i	i	4	i	i	i	12	i
9	O=c1n(-c2ccccc2)c(=O)n2n1CCC2	-5	i	i	i	i	0	i	i	i	-1	i
10	O=C(O)[C@@H]1Cc2ccccc2N1	-4	i	i	i	i	-10	i	i	i	3	i
11	O=C(CC1OC(=O)c2ccccc21)NCC1COc2ccccc2O1 (stereo not drawn)	-9	i	i	i	i	-5	i	i	i	-8	i
12	CCn1c(SCC(=O)Nc2oc(-c3ccccc3)c(-c3ccccc3)c2C#N)nnc1-c1cc(OC)cc(OC)c1	-19	i	i	i	i	/	i	i	i	30	i
13	O=C(O)CCC(=O)c1ccc2c(c1)OCCO2	-2	i	i	i	i	2	i	i	i	-1	i
14	Cn1nnc2cc(NC(=O)N3CCN(c4ccccn4)CC3)ccc21	1	i	i	i	i	-5	i	i	i	-2	i
15	COCCCNC(=O)c1ccc(N2CCCC2)c(NS(=O)(=O)c2ccc(C)cc2)c1	-7	i	i	i	i	4	i	i	i	0	i
16	CC(=O)Nc1sc2c(c1C(=O)N1CCOCC1)CCCCC2	-4	i	i	i	i	2	i	i	i	-1	i
17	CC(=O)N1N=C(c2cccc(Br)c2)OC12CCCC2	-49	i	i	i	i	-2	i	i	i	2	i
18	O=C(O)c1cccc(NC(=S)NC(=O)c2ccncc2)c1	-7	i	i	i	i	7	i	i	i	-1	i
19	CCn1cc(CNCc2ccc(OCC(O)CN(C)Cc3ccccc3)cc2)cn1 (stereo not drawn)	-7	i	i	i	i	2	i	i	i	4	i
20	COc1cccc(-n2c(Cc3cc(=O)[nH]c(=O)[nH]3)nnc2SCC(=O)N2CCCC2)c1	0	i	i	i	i	8	i	i	i	-4	i
21	COCCNC(=O)CN(CCc1ccccc1)S(=O)(=O)c1ccc(OC)cc1	-9	i	i	i	i	3	i	i	i	0	i
22	CCCCNC(=O)CSc1nc2cc3c(cc2c(=O)n1CCC(=O)NCCc1ccc(OC)c(OC)c1)OCO3	-21	i	i	i	i	1	i	i	i	7	i
23	COc1ccccc1NC(=O)CCSc1nnc(-c2ccco2)o1	-9	i	i	i	i	1	i	i	i	-8	i
24	CC(CC(F)(F)F)N1CCC(n2nccc2NC(=O)CCCc2ccccc2)CC1 (stereo not drawn)	-16	i	i	i	i	5	i	i	i	14	i

As entered above:
In HDAC3 inhib, `O=C(O)CCC(=O)c1ccc2c(c1)OCCO2` is entered as 2
In HDAC3 inhib, `CC(=O)N(C)c1ccc(N=Cc2c(O)ccc3ccccc23)cc1` is entered as -1
In hERG protect, `O=C(O)[C@@H]1Cc2ccccc2N1` is entered as -4

Structures listed so far containing an NH in an aromatic ring, in the order listed:
no.	SMILES	hERG protect	RGS4 block	KCNK9 block	RGS4 pot	KCNQ1 pot	HDAC3 inhib	TMEM16A inh	KCNK3 block	KCNQ1 block	SKKanGAS inh	TMEM16A act
1	CCCC(c1nnnn1CC(=O)OCC)N(Cc1cc2ccc(C)cc2[nH]c1=O)C1CCCC1 (stereo not drawn)	-5	i	i	i	i	2	i	i	i	5	i
5	CCCCCCCCCCSc1n[nH]c(NC(C)=O)n1	-8	i	i	i	i	-5	i	i	i	2	i
20	COc1cccc(-n2c(Cc3cc(=O)[nH]c(=O)[nH]3)nnc2SCC(=O)N2CCCC2)c1	0	i	i	i	i	8	i	i	i	-4	i

Next entries:
no.	SMILES	hERG protect	RGS4 block	KCNK9 block	RGS4 pot	KCNQ1 pot	HDAC3 inhib	TMEM16A inh	KCNK3 block	KCNQ1 block	SKKanGAS inh	TMEM16A act
25	O=C(N/N=C/c1cccs1)C(=O)Nc1cccc(Cl)c1	1	i	i	i	i	0	i	i	i	2	i
26	CCOC(=O)C(C)C1(O)c2ccccc2-c2ncccc21 (stereo not drawn)	-12	i	i	i	i	6	i	i	i	-7	i
27	CC(NC(=O)Cc1ccsc1)c1ccc(S(N)(=O)=O)cc1 (stereo not drawn)	-7	i	i	i	i	3	i	i	i	9	i
28	Cc1c(Cl)cccc1N(CC(=O)N1CCCCCC1)S(C)(=O)=O	-6	i	i	i	i	-2	i	i	i	0	i
29	Cc1nc2ccc(C(=O)Nc3ccccc3Cl)cc2s1	-6	i	i	i	i	5	i	i	i	-5	i
30	COc1cccc(NC(=O)CN(C)CC(=O)Nc2cccc(C(F)(F)F)c2)c1	-2	i	i	i	i	6	i	i	i	-7	i
31	CCOC(=O)C(NCCc1ccc(F)cc1)(NC(=O)CC)C(F)(F)F (stereo not drawn)	-6	i	i	i	i	0	i	i	i	-8	i
32	O=C(c1ccc2c(c1)OCO2)C1CCCN(C(=O)Nc2ccc(F)cc2F)C1 (stereo not drawn)	-5	i	i	i	i	3	i	i	i	10	i
33	COc1ccccc1N1C(=O)c2ccccc2NC1c1ccc(O)cc1 (stereo not drawn)	-2	i	i	i	i	0	i	i	i	1	i
34	Cc1cccnc1NC(=O)c1ccc(S(=O)(=O)N2CCCCC2)cc1	-9	i	i	i	i	1	i	i	i	-4	i
35	O=C(CSc1ncnc2scc(-c3ccc(F)cc3)c12)c1ccc2c(c1)OCCO2	-8	i	i	i	i	81*	i	i	i	2	i
36	O=C(Nc1ccccn1)c1ccc(S(=O)(=O)N2CCCCCC2)cc1	-7	i	i	i	i	-6	i	i	i	-15	i

Entries 35 through 36, reprinted for reference:
no.	SMILES	hERG protect	RGS4 block	KCNK9 block	RGS4 pot	KCNQ1 pot	HDAC3 inhib	TMEM16A inh	KCNK3 block	KCNQ1 block	SKKanGAS inh	TMEM16A act
35	O=C(CSc1ncnc2scc(-c3ccc(F)cc3)c12)c1ccc2c(c1)OCCO2	-8	i	i	i	i	81*	i	i	i	2	i
36	O=C(Nc1ccccn1)c1ccc(S(=O)(=O)N2CCCCCC2)cc1	-7	i	i	i	i	-6	i	i	i	-15	i

(cont.)
no.	SMILES	hERG protect	RGS4 block	KCNK9 block	RGS4 pot	KCNQ1 pot	HDAC3 inhib	TMEM16A inh	KCNK3 block	KCNQ1 block	SKKanGAS inh	TMEM16A act
37	CN1CCN(C(=O)CSc2nc(-c3cccs3)ccc2C#N)CC1	-2	i	i	i	i	-14	i	i	i	13	i
38	COc1ccc(S(=O)(=O)NCC2CCCN(C(=O)CNC(C)=O)C2)cc1 (stereo not drawn)	-9	i	i	i	i	-5	i	i	i	1	i
39	O=C(CSc1nc2scc(-c3ccccc3)c2c(=O)[nH]1)N1CCOCC1	-14	i	i	i	i	-1	i	i	i	3	i
40	CCOC(=O)CSc1nc2c(sc(=S)n2-c2ccc(CC)cc2)c(=O)[nH]1	-14	i	i	i	i	0	i	i	6*	5	i
41	CCOc1cccc2cc(C(=O)Nc3ccccc3-c3ccccc3)c(=O)oc12	-1	i	i	i	i	6	i	i	i	1	i
42	C[C@H](CCC(=O)NCC(=O)O)[C@H]1CC[C@H]2[C@@H]3[C@H](O)C[C@@H]4C[C@H](O)CC[C@]4(C)[C@H]3C[C@H](O)[C@]12C	-6&-3	i	i	i	i	0&-7&0	i	i	i	0&8	i
43	CC1(C)CC(=O)C=C(NC2CCCCC2)C1	-2	i	i	i	i	0	i	i	i	2	i
44	COc1cc2ccccc2cc1C(=O)Nc1ccc(C)cn1	-17	i	i	i	i	-10	i	i	i	-15	i
45	COc1ccc(N(CC(=O)NCc2ccccc2OC)S(=O)(=O)c2ccccc2)cc1	-12	i	i	i	i	-6	i	i	i	2	i
46	Cc1ccc(N=Cc2c(O)n(-c3ccc4c(c3)OCO4)c(=O)c3ccccc23)cc1	-7	i	i	i	i	6	i	i	i	2	i
47	C#CCOC(=O)CCCC(=O)NCCCCCCCC	-11	i	i	i	i	1	i	i	i	-14	i
48	O=C(Nc1ccccc1Br)c1cccc2ccccc12	-4	i	i	i	i	-9	i	i	i	3	i
49	O=c1[nH]cnc2c1nc(NCc1ccccc1)n2C1O[C@@H](CO)[C@H](O)[C@@H]1O (stereo partly drawn)	-3	i	i	i	i	0	i	i	i	-1	i
50	CCCc1[nH][nH]c(=O)c1C(c1ccc(Cl)cc1)C(C#N)C#N (stereo not drawn)	-2	i	i	i	i	?	i	i	i	-2	i
51	COc1ccccc1CNC(=O)c1ccccc1N	-11	i	i	i	i	6	i	i	i	-2	i
52	CC(=O)Nc1cc[n+](C(C)C(=O)c2ccc(Br)cc2)cc1 (stereo not drawn)	-8	i	i	i	i	-2	i	i	i	-5	i
53	Cc1cccc(C)c1NC(=O)CS(=O)CC(=O)Nc1ccc(F)cc1F (stereo not drawn)	-13	i	i	i	i	-7	i	i	i	3	i
54	COC(=O)c1ccc(-c2nc(CN3CCC(C(=O)N4CCOCC4)CC3)c(C)o2)cc1	-7	i	i	i	i	-45	i	i	i	1	i
